# ASM inhibitor = human S-ASM enzyme inhibition. P17405. placental ASM, HMU-PC fluorogenic substrate, 60 min. Potency, µM (series often up to 57.5 µM), without a hit: at the top dose activity change, negative = inhibition, hits mostly inhibitors. actives 0.006% (n = 340,000); further: potency means the concentration at half of the fitted maximal effect
# Target sequence (P17405 47-631 limits assumed): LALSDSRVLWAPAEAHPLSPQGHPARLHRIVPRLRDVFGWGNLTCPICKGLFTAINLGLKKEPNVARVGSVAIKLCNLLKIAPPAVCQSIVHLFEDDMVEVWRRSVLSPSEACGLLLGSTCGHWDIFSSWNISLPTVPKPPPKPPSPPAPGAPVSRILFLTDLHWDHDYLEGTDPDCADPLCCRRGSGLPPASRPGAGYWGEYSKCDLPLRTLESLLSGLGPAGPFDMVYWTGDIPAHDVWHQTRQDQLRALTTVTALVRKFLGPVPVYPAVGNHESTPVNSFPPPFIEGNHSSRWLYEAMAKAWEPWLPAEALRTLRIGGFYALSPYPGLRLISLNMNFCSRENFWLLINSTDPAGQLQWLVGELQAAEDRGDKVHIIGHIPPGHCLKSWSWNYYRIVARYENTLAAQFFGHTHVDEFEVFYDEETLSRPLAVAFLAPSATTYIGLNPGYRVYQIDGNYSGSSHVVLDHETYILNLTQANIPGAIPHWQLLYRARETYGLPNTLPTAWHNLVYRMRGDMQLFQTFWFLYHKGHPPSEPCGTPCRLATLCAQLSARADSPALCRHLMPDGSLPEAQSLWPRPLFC
#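 Steps: dispense placental human ASM, pin compound, wait 10 min at room temperature, add HMU-PC0 substrate at 9 uM final, incubate 60 min at 37 °C, add stop solution raising pH to 10, read fluorescence.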
# FBPA coupling cs = coupling enzyme interference in Giardia aldolase counter-screen; coupling enzyme system counterscreen, AmpLite Red fluorescence; activity change, negative = inhibition, % at 58.2 µM, hits read low; actives 0.67% (n = 290,000); AID 2472; in the data active means activity change below about -30%; further: on the % scale 0 is the no-effect control and ±100 the full control effect
#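 Counterscreen lacking aldolase: glyceraldehyde-3-phosphate coupling-enzyme reagent preincubated 10 min at RT with compound (at 57.5 uM final), then substrate/coupling system with AmpLite Red added; fluorescence read at 525/598 nm after 20 min RT.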
# TRPV1 ag = agonists of human vanilloid receptor 1 (TRPV1); activation, % at 8.33 µM; actives 0.19% (n = 320,000); TRPV1-expressing cells, Fluo-8 calcium influx, agonist mode; Q8NER1; in the data active means activation above about 80%; inconclusive means between about 30% and that limit; further: 0% is about no effect
#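 TRPV1-expressing cells were cultured overnight at 35.5C and loaded with Fluo-8 calcium dye for 40 to 90 min at room temperature. After a 10 s baseline, compound was added and calcium influx was read kinetically for 3 min (ex 480/em 520 nm).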
# MBNL1 CUG block = MBNL1-poly(CUG) RNA binding inhibition; TR-FRET MBNL1-His/biotin-(CUG)12 binding, 665/545 ratio; actives 0.036% (n = 280,000); Q9NR56; Potency, µM (highest dose often 57.5 µM), for inactives: at the top dose activity change, negative = inhibition, actives largely listed as inhibitors; AID 2675; active means well fitted inhibition curve with a large enough effect in the signal ratio, with a control signal flat, not every such curve was filed as active; inconclusive means small, poorly fitted or top-dose-only effect, or effect the other way, or a change in a side signal; inactive means no such curve, though single readings can be large or run the other way; the % refers to the signal ratio; further: potency means the concentration at half of the fitted maximal effect; on the % scale 0 is the no-effect control and ±100 the full control effect
#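 MBNL1-His + Biotin-(CUG)12, cpd titration 92 nM–58 uM; Tb anti-His Ab 0.055 ng/ul, SA-XL665 5 nM (final); 60 min RT; ratiometric 665/545 nm, Ex 340 nm; normalized to buffer and full-complex controls.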
# CXXC DNA block = inhibitors of human MLL CXXC domain-DNA interaction; Q03164; MLL-CXXC / FITC-HOXA9 DNA fluorescence polarization; Potency, µM (series often up to 115 µM), inactives show at the highest dose activity change, negative = inhibition, hits mostly inhibitors; actives 0.037% (n = 290,000); AID 2662; active means well fitted inhibition curve with a large enough effect in the polarisation, with a control signal flat, not every such curve was filed as active; inconclusive means small, poorly fitted or top-dose-only effect, or effect the other way, or a change in a side signal; inactive means no such curve, though single readings can be large or run the other way; the % refers to the polarisation; further: potency means the concentration at half of the fitted maximal effect
#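 Steps: dispense CXXC domain solution (7 uM) → pin compounds or unlabeled HOX-A9 DNA control → 5 min ambient → add FLSN-HOX-A9 solution (50 nM) → spin → 30 min ambient → fluorescence polarization. Tris pH 7.5/NaCl/DTT/BSA buffer.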
# KCNH2 3.1 inh = KCNH2 3.1 (human) potassium channel inhibition; AID 720553; actives 0.95% (n = 340,000); activity change, % (tested at about 1.8 µM); U2OS KCNH2 3.1, thallium flux FluxOr; stronger effect = lower value;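 active means maximum activity change below -70%; inconclusive means maximum activity change from -70% to -50%; inactive means maximum activity change above -50%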;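 further: thallium influx rate constant from kinetic fluorescence after stimulation buffer; on the % scale 0 is the no-effect control and ±100 the full control effect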
#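 Measured as rate of thallium-driven FluxOr signal in transduced U2OS cells carrying the 3.1 channel, read kinetically for 2 min upon stimulation; values are rate constants scaled to DMSO control wells.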
# a7 integrin act = activates integrin-mediated alleviation for muscular dystrophy; alpha7betagal myoblasts, beta-gal FDG fluorescence, 48 h; Potency, µM (doses to about 38.3 µM), for inactives: at the top dose activation, hits mostly activators; actives 0.064% (n = 350,000);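 further: potency means the concentration at half of the fitted maximal effect; 100% = response of the positive control SU9516; nearly all actives have a fitted effect of over 60% in size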
#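 Alpha7betagal+/- myoblasts (passage 13) were plated 16-24 hr, then exposed to compounds (1:260 dilution of DMSO stock) for 48 hours at 37C. After MPER lysis, β-galactosidase reporter activity was read as FDG fluorescence (ex 480/em 540) after 30 minutes.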
# KCNH2 WT inh = KCNH2 (human, wildtype) channel inhibition; activity change, % at 1.84 µM; Q12809; actives 0.37% (n = 340,000); U2OS, BacMam KCNH2, thallium flux FluxOr; stronger effect = lower value; AID 720551;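 active means maximum activity change below -70%; inconclusive means maximum activity change between -70% and -50%; inactive means maximum activity change above -50%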; further: on the % scale 0 is the no-effect control and ±100 the full control effect
#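 U2OS cells transduced with wild-type KCNH2 virus are loaded with FluxOr dye for 45 min, and thallium flux is measured in kinetic reads before and after stimulation buffer. Rate constants are normalized to DMSO controls.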
# GALK inh = blocks human galactokinase activity; actives 0.007% (n = 270,000); Purified GALK, Kinase-Glo residual ATP luminescence; P51570; Potency, µM (doses to about 57.5 µM), for the others: at the highest dose activity change, negative = inhibition, hits mostly inhibitors; further: potency means the concentration at half of the fitted maximal effect; on the % scale 0 is the no-effect control and ±100 the full control effect
# Target sequence (P51570 whole entry, looked up): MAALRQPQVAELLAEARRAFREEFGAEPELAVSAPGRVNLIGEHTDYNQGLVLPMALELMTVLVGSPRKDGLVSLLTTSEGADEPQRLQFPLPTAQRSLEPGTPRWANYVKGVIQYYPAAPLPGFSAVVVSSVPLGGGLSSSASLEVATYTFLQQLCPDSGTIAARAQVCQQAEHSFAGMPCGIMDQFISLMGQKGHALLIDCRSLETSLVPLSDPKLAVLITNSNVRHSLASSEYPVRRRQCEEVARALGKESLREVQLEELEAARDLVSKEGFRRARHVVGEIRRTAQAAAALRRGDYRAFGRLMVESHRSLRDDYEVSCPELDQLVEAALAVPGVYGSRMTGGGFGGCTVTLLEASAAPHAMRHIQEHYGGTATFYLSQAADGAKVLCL
#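 GALK at 5 nM final was combined with compound, 35 uM ATP and 100 uM galactose in HEPES pH8.0 with MgCl2 and DTT. The reaction ran one hour at room temperature before luminescent ATP detection.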
# AT treatment = candidate therapy for ataxia-telangiectasia; […] A-T fibroblasts, KAP-1 phosphorylation AlphaLISA; neocarzinostatin DNA damage 30 min before lysis; Potency, µM (highest dose often 57.5 µM), without a hit: at the highest dose activation, hits mostly activators; actives 0.19% (n = 320,000); AID 485349; further: potency means the concentration at half of the fitted maximal effect; % of control where 0% means no effect; nearly all actives have a fitted effect of over 45% in size
#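 ATM-like activity read as KAP-1 phosphorylation via AlphaLISA donor/acceptor antibody pairs after lysis and 6 hr at 25C. Cells were ATM-null patient fibroblasts ([…], hTERT), dosed 60 min, then exposed to the DSB inducer NCS for 30 min.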
# Active calls of the source: *; ? = inconclusive; / = not tested or not shown; & = joins results of further samples; [ ] = dose if it differs, or a comment. Unless noted, the call rests on the fitted dose curve; in most records, active means well fitted curve in the direction sought with a large enough effect; inconclusive means small, poorly fitted or top-dose-only effect, or another doubt; inactive means no such curve, though single readings can be large; an effect the other way counts as inactive or inconclusive.
no.	structure	ASM inhibitor	FBPA coupling cs	TRPV1 ag	MBNL1 CUG block	CXXC DNA block	KCNH2 3.1 inh	a7 integrin act	KCNH2 WT inh	GALK inh	AT treatment
1	CC(C)NS(=O)(=O)c1ccc(CCC(=O)NCc2ccc3c(c2)OCO3)cc1	-7%	1	0	0%	0%	23	23%	-5	0%	-1%
2	CCOC(=O)C(C)Sc1nnc(NC(=O)c2cccc([N+](=O)[O-])c2C)s1 (configuration not stated)	1%	-2	2	4%	11%	2	5%	3	0%	-1%
3	O=S(=O)(c1ccc(-c2ccon2)s1)N1CCN(c2ccncc2)CC1	1%	-1	-13	18%	16%	-10	-6%	3	-3%	20%
4	COc1ccc(COc2ccc3c(C)cc(=O)oc3c2)cc1	14%	-2	2	4%	2%	14	?	5	-1%	5%
5	CN(CC(=O)NCc1cccnc1)S(=O)(=O)c1cc(Cl)ccc1Cl	-1%	/	1	/	/	-6	5%	-34	/	-12%
6	Cc1cc(NC(=O)CCC(=O)N(Cc2ccco2)C2(C(=O)NC3CCCCC3)CCCCC2)no1	2%	2	-1	0%	-1%	-4	1%	1	5%	1%
7	C=CCn1nc(-c2ccccc2)c2c(C)onc2c1=O	4%	-1	-1	-2%	9%	-28	0%	-2	7%	-1%
8	O=C(OCC(=O)N1CCOCC1)c1ccccc1OCc1ccccc1Cl	5%	/	/	/	/	-17	4%	-5	/	21%
9	O=C1NC[C@@H](Cc2ccc(O)cc2)N(CC2CCCCC2)C1=O	-2%	1	-1	-11%	-14%	15	13%	-6	-2%	-9%
10	Cc1c(NC(=O)C(C)C)cccc1-c1nc2ncccc2o1	3%	1	3	-1%	5%	4	26%	11	7%	4%
11	CCCOC1CCCN(C(=O)c2cc(Cl)c(Cl)cc2C(=O)O)C1 (configuration not stated)	3%	0	-2	-1%	-13%	4	5%	1	1%	2%
12	Cn1c(SCC(=O)N2CCOCC2)nnc1-c1cnccn1	2%	-9	-1	-4%	-7%	/	-16%[7.66 µM]	5	0%	-6%
13	Cc1cc(Cl)cc(Cl)c1OCCN1CCCC1	-3%	1	3	-12%	2%	7	-4%	28	6%	-2%
14	CCN(CC)C(=O)CSC1=C(C#N)C(c2ccco2)C(C(=O)OCCOC)=C(C)N1 (configuration not stated)	9%&14%	-7	3	12%[11.5 µM]	-3%	-5	-21%&-55%	-6&1	/	6%
15	Cc1cc(=O)n2[nH]c(SCc3ccccc3)nc2n1	3%	6	0	-18%	3%	4	-2%	-1	2%	5%
16	c1ccc(CN2CCN(c3cnc4ccccc4n3)CC2)cc1	18%	0	-3	2%	-18%	-3	3%	-1	-4%	5%
17	FC(F)(F)c1cc(-c2cccs2)nc2cc(-c3cccs3)nn12	140%[activator]	3	-2	-7%	22%	8	9%	4	0%	0%
18	CCCn1nnnc1NCc1ccc(OC)cc1	5%	1	3	-3%	-2%	24	-33%[inhibitor]	0	4%	2%
19	COCc1[nH]nc2c1C(c1ccccc1OC)C(C#N)=C(N)O2 (configuration not stated)	1%	-5	-5	0%	-7%	5	-16%	-22	-1%	/
20	CCN(CC)CCCNC(=O)CCn1nc(-c2ccc(Cl)cc2)ccc1=O	-4%	3	2	?	6%	-9	-9%	3	2%	-2%
21	COc1ccc2c(C)cc(Sc3nnnn3-c3ccccc3)nc2c1	3%	-10	0	-4%	9%	-32	3%	-2	0%	1%
22	COC(=O)[C@H](CC(C)C)NC(=O)Nc1ccccc1F	4%	-1	2	11%	1%	-9	5%	9	0%	3%
23	O=C(CCNS(=O)(=O)c1ccccc1C(F)(F)F)NCCCSc1ccccc1	0%	0	4	1%	-9%	3	-29%	-4	-2%	5%
24	Cn1c(=O)[nH]c(=O)c2c1nc1n2CCCN1Cc1ccccc1	-1%	2	-1	11%	28%	-15	-9%	-1	-1%	-7%
25	COc1ccc(N2C(=O)NC(NS(=O)(=O)c3ccc(Cl)cc3)(C(F)(F)F)C2=O)cc1 (configuration not stated)	0%	4	1	3%	-2%	3	-8%	6	-4%	6%
26	CCc1nc2sccc2c(=O)[nH]1	3%	1	-1	-7%	0%	18	5%	-3	6%	-2%
27	O=C(Cc1ccc(Cl)cc1)Nc1ccc2oc(-c3ccncc3)nc2c1	32%[activator]	3	12	22%	12%	-7	-5%	-2	-1%	5%
28	O=C(CNC(=O)c1ccc(Cl)cc1)OCC(=O)c1ccccc1	/	2	3	-9%	?	?	-4%	10	-4%	4%
29	Cc1cccc(OCC(=O)NNC(=O)c2cc3ccccc3oc2=O)c1	0%	1	1	?	5%	0	1%	-10	0%	5%
30	O=C(Nc1ccc(Cl)cc1)c1ccncc1	-2%	4	?	-11%	6%	-4	22%	-2	-1%	/
31	CCOC(=O)N1CCC(NC(=O)c2ccc(Cl)cc2)CC1	1%	1	4	9%	2%	-11	-15%	1	3%	-4%
32	CCN(Cc1cc2cc(OC)ccc2[nH]c1=O)C(=O)Cc1ccc(OC)cc1	21%	-15	5	4%	13%	-4	-11%	-3	0%	-2%
33	COc1ccc(CCNC(=O)Cn2c(=O)n(-c3ccc(F)cc3F)c(=O)c3sccc32)cc1OC	1%	-1	-7	-3%	3%	1	-28%	-5	0%	-2%
34	CCOC(=O)c1cn(-c2ccccc2)nc1-c1cccnc1	4%	2	?	-3%	-10%	12	1%	-4	0%	-3%
35	Cc1ccc(C2=NC3(CCCC3)N=C2SCC(=O)Nc2ccc3c(c2)OCCO3)cc1	-11%	2	?	?	11%	-6	-13%	-8	/	2%
36	CCc1ccccc1NC(=O)CNC(=O)CCc1nc2sc3c(c2c(=O)[nH]1)CCCC3	2%	/	9	/	/	-3	9%	-4	/	-15%
37	CC(C)Oc1ccc(-c2nn(-c3ccccc3)cc2/C=c2\sc3ncnn3c2=O)cc1	/	3	15	8%	?	/	/	/	-1%	7%
38	O=C(CC1Nc2ccccc2NC1=O)NCCCN1CCCCCC1 (configuration not stated)	40%[activator]	-2	1	5%	-3%	20	26%	-1	-1%	-1%
39	Cc1cccc(NS(=O)(=O)c2ccc(C)c(C(=O)NNC(=O)c3csc(N4CCOCC4)n3)c2)c1	-12%	/	/	/	/	13	9%	-6	/	/
40	Cc1nn(Cc2cccc(C(=O)NN)c2)c(C)c1Cl	-1%	2	28	3%	2%	0	-15%	-2	-4%	1%
41	O=C1CC(C(=O)N2CCN(c3ccccc3Cl)CC2)CN1Cc1ccccc1 (configuration not stated)	-1%	/	19	/	/	-9	5%	1	/	-6%
42	O=C(CCN1C(=O)c2cccc([N+](=O)[O-])c2C1=O)Nc1nccs1	-3%	1	0	?	7%	6	2%	4	9%	1%
43	Cc1ccc(C(=O)N/C(=C/c2ccc(F)cc2)C(=O)NCc2ccncc2)cc1	0%	6	29	/	-1%	-90*	8%	?	0%	-8%
44	C/C(=N\NC(N)=O)c1ccccc1Cl	5%	-1	-2	2%	-10%	-2	17%	0	4%	-5%
45	CCOc1ccc(N(C)C(=O)CCc2nnc3ccc(NCc4ccco4)nn23)cc1	3%	2	-4	-6%	26%	-25	-52%[inhibitor]	16	7%	4%
46	Cc1ccc(/C=C/C(=O)NC2CCS(=O)(=O)C2)cc1 (configuration not stated)	0%	-2	15	/	16%	6	-10%	-18	-1%	5%
47	CN(CC(=O)Nc1cc(S(=O)(=O)N2CCOCC2)ccc1Cl)C1CCS(=O)(=O)C1 (configuration not stated)	-1%	0	-5	-2%	-2%	37	9%	-7	-2%	0%
48	COc1ccc(N2C(=O)C(CC(N)=O)N(NC(=O)CCc3ccccc3)C2=O)cc1 (configuration not stated)	-3%	3	-6	-19%	-19%	18	16%	2	4%	5%
49	Cc1ccc(-c2csc(NC(=O)c3ccno3)n2)cc1	-8%	-4	14	-5%	11%	4	18%	-4	2%	-3%
50	Cc1sc2ncn(CC(=O)NCCCN3CCC(C)CC3)c(=O)c2c1S(=O)(=O)N1CCC(C)CC1	3%	-1	-2	-4%	4%	3	-11%	6	15%	-1%
51	O=C(CN1C(=O)C(=O)N(Cc2ccco2)C1=O)c1c[nH]c2ccccc12	-2%	0	0	-20%	9%	12	-26%	-13	/	-4%
52	NNC(=S)NCc1ccco1	3%	-2	2	10%	?	-2	?	2	-2%	-7%
53	COc1cc2nc(N(CCCN(C)C)C(=O)c3ccc(S(=O)(=O)N(C)C4CCCCC4)cc3)sc2cc1OC	-2%	/	-3	/	/	7	-8%	-2	/	8%

# Screens deposited in PubChem BioAssay by National Center for Advancing Translational Sciences (NCATS).
